Compound activity as filed in PubChem.
bIAP inh: bovine intestinal alkaline phosphatase inhibitors, primary screen, selectivity assay for TNAP inhibitor project, biochemical, bovine IAP, CDP-star luminescence. purified bovine IAP, 30 min. AID 1019, 2008. alkaline phosphatase, intestinal [Bos taurus]. inhibition, % at 20 µM. 190,000 tested, under 10 active;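 active means over 50% inhibition of intestinal alkaline phosphatase at 20 µM in the single-dose screen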
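Assay system – bovine IAP enzyme · Quantity – bovine IAP at 1/65,000,000 final dilution · Detection – CDP-star luminescence signal · Times – 30 min reaction at room temperature · Also added – CDP-star substrate at 30 µM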
APP transl inh: inhibitors of APP translation via 5'UTR reporter, primary screen, APP 5'UTR luciferase, SH-SY5Y cells. SH-SY5Y APP 5'UTR-luciferase reporter, luminescence. inhibition, % at 2 µM. 0.82% of 190,000 active;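 active means inhibition above a set limit, derived from the sample mean plus 3 SD, cut at about 45% in these data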; further: values of inactives mirror those of a sister screen read the other way
FLuc inh counter: firefly luciferase enzyme inhibitors, primary screen, artefact control for luciferase-based inhibitor screens, biochemical, luminescence, ATPLite | Luciferin 4-monooxygenase (Photinus pyralis), P08659 | 10 min | inhibition, % at 10 µM | 1.5% of 200,000 active | AID 1006, 2008;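 active means inhibition above about 50% when tested at 10 µM, limit read from the data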
Target sequence (P08659 whole entry, looked up): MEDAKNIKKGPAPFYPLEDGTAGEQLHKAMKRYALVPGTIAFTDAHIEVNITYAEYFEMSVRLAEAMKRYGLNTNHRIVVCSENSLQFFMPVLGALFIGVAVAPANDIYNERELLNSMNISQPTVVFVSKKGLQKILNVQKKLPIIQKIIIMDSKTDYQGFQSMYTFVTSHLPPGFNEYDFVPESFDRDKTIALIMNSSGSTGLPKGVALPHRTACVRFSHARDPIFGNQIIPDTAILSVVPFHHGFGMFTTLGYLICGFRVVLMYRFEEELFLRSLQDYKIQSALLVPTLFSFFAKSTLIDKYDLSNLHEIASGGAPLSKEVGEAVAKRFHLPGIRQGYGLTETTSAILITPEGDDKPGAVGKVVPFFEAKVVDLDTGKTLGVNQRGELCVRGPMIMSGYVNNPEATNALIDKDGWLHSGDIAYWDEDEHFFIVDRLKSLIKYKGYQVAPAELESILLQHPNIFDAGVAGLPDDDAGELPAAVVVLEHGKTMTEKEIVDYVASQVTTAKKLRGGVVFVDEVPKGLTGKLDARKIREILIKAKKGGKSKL
RAM inhibit: inhibitors of the yeast RAM network, primary screen, dse1pr::URA3 reporter, 5-FOA selection; S. cerevisiae dse1pr::URA3 reporter, 5-FOA growth OD615, 2 d; analog-sensitive cbk1-as2 kinase mutant strain; inhibition, % at 50 µM; 1.8% of 190,000 active; AID 868, 2007;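 active means inhibition above a set limit, 3 SD over mean compound inhibition, cut at about 8.4% in these data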;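 further: 0% = DMSO-only wells with no growth and 100% = 10 µM 1-NA-PP1 full growth; inhibition rescues growth on 5-FOA so higher OD means more RAM inhibition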
TNAP act hi DEA: TNAP activators at high phosphate acceptor level, primary screen, biochemical, luminescence, uHTS; Alkaline phosphatase, tissue-nonspecific isozyme (Homo sapiens), P05186; purified TNAP, CDP-star luminescence, 1 M DEA, 30 min; hits give high values; 0 = EDTA background, 1 = DMSO-only activity; activation factor at 20 µM; 200,000 tested, under 10 active; AID 1136, 2008;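 active means activation factor at least 2 at 20 µM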
Target sequence (P05186 whole entry, looked up): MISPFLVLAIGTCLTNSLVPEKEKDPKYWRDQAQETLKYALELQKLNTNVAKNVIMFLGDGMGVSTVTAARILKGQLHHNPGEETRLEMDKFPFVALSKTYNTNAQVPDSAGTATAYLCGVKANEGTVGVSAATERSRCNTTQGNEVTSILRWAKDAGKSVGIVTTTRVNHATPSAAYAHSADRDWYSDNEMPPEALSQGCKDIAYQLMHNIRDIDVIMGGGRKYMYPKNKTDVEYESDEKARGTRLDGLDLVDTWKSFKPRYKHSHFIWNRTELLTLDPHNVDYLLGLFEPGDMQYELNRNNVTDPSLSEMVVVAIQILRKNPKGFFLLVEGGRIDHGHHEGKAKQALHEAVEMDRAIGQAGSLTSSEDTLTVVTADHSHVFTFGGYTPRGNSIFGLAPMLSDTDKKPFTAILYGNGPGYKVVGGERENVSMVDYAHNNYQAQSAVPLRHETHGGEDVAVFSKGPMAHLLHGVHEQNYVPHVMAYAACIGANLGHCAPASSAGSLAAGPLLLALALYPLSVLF
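Test system – human TNAP · Doses – 20 µM single point · Incubation – 30 min, room temperature · Signal – luminescent substrate turnover signal · Read-out basis – activation factor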
Lmaj promast: Leishmania major promastigote growth inhibition, primary screen. AID 1063, 2008. inhibition, % at 10 µM. 9% of 200,000 active. Leishmania major promastigotes, resazurin fluorescence viability; in the data active means inhibition above about 50%;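 further: promastigotes grown with compound for 44 hours at 28 °C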
FLuc act counter: FLuc activators, initial screening, artefact control for FLuc-dependent activation tests, biochemical, ATPlite luminescence. AID 1027, 2008. 200,000 tested, under 10 active. ATPlite luciferase biochemical, 10 min; 0 = ATP-free wells, 1 = DMSO control. activation factor at 10 µM;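 active means luciferase activation factor, scaled between plate controls, of at least 2 with compound at 10 µM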
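Material: Luciferase/luciferin reagent mix; Doses: test compounds dosed from 2 mM stocks in 100% DMSO; Schedule: 10 min incubation after luciferase reagent addition, room temperature; Measured by: luminescence from luciferase reaction; Read-out: luminescence gain marking luciferase activators.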
bIAP activator: bovine intestinal alkaline phosphatase activators, primary screen, biochemical, bovine IAP, CDP-star luminescence; activation factor at 20 µM; purified bovine IAP, 30 min; hits give high values; fold of DMSO-control signal, blank-subtracted; alkaline phosphatase, intestinal [Bos taurus]; 0.17% of 200,000 active; AID 1016, 2008;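 active means activation factor of 2 or more at 20 µM, a signal rise over negative controls twice the positive control's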
TNAP inh hi DEA: human TNAP enzyme inhibitors, primary screen, biochemical, luminescent, high phosphate acceptor level, uHTS. purified TNAP, CDP-star luminescence, 1 M DEA. inhibition, % at 20 µM. 0.03% of 200,000 active;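 active means over 50% inhibition of tissue-nonspecific alkaline phosphatase at 20 µM in the single-dose screen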;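 further: plate controls were DMSO wells for no effect and EDTA-quenched wells as full inhibition for full effect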
TNAP inh no acc: human TNAP enzyme inhibitors, primary screen, biochemical, luminescent, no phosphate acceptor, uHTS; Alkaline phosphatase, tissue-nonspecific isozyme (Homo sapiens), P05186; purified TNAP, CDP-star luminescence, 30 min; inhibition, % at 20 µM; 0.26% of 200,000 active;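 active means tissue-nonspecific alkaline phosphatase inhibition above about 50% at 20 µM in the single-dose screen, limit read from the data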;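 further: 0% = DMSO negative control and 100% = EDTA positive control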
Active calls of the source: *; · = no result given.

(1) Cc1ccc(C(=O)NNC(=O)c2cc3cc4ccccc4nc3s2)cc1
(2) COC(=O)c1ccc(NC(=O)C2CC(=O)N(c3ccc(C)cc3)C2)cc1 (stereo not given)
(3) CN(C(=O)/C=C/c1ccccc1)C1CCS(=O)(=O)C1 (stereo not given)
(4) CCCC(C)NCC(=O)Nc1ccccc1-c1ccccc1 (stereo not given)
(5) Clc1ccccc1SCc1nc2ccccc2[nH]1
(6) Cc1ccc(S(=O)(=O)NC(=O)NCc2ccc3c(c2)OCO3)cc1
entry no.	1	2	3	4	5	6
bIAP inh	-11	13	-2	-2	15	14
APP transl inh	2	-5	-8	-4	-42	1
FLuc inh counter	-3	-4	-6	-8	18	-5
RAM inhibit	0.4	6.1	-0.1	0.4	-0.5	3.4
TNAP act hi DEA	1	1	1	1.1	1	1.1
Lmaj promast	-13	-1	-5	18	33	-6
FLuc act counter	1	1	1.1	1.1	0.8	1
bIAP activator	1.1	0.9	1	1	0.9	0.9
TNAP inh hi DEA	-2	0	-2	-6	-2	-6
TNAP inh no acc	-6	-13	-11	-9	-36	-13

(7) COc1ccc(Br)cc1CSC(=N)N
(8) CC(C)(C)S(=O)(=O)c1cnc2c(-c3ccc(Cl)cc3)cnn2c1N
(9) CCOC(=O)c1nnc2cc(-c3ccccc3)nn2c1C
(10) CS(=O)(=O)N1CCC(C(=O)Nc2c(F)cccc2F)CC1
(11) O=C(COc1ccc(Cl)cc1)NCCC1=CCCCC1
(12) Cc1ccc(Cl)cc1NC(=O)c1ccc(Cn2cc(Cl)cn2)cc1
entry no.	7	8	9	10	11	12
bIAP inh	·	7	13	10	8	15
APP transl inh	-2	7	3	-7	-16	-13
FLuc inh counter	-4	-5	-5	-1	-9	-3
RAM inhibit	0.9	6.3	0.7	0.5	-0.3	3.4
TNAP act hi DEA	1	1	1	1	1.1	1
Lmaj promast	15	10	-1	-4	0	11
FLuc act counter	1	1	1	1	1.1	1
bIAP activator	0.5	0.9	0.9	0.9	0.9	0.8
TNAP inh hi DEA	4	-4	-5	3	-10	-2
TNAP inh no acc	22	-10	-3	-6	-12	-11

(13) Cc1ccc(N2C(=O)N(CC(=O)Nc3cc(C)cc(C)c3)C(=O)C2C)cc1 (stereo not given)
(14) O=C(CSc1nnc(NC(=O)CN2CCOCC2)s1)Nc1ccccc1
(15) CCCN(CC1CC1)C(=O)CSc1nnc(-c2ccco2)n1N
(16) COc1ccc(N2CCN(CCC(N)=O)CC2)cc1
(17) C/C(CCc1ccccc1)=N\NC(=O)CC(=O)NCCc1ccccc1
(18) CCOC(=O)CSc1cc(C(F)(F)F)nc(-c2ccccn2)n1
entry no.	13	14	15	16	17	18
bIAP inh	6	2	9	5	6	1
APP transl inh	-1	-17	-14	·	10	7
FLuc inh counter	-2	-4	1	-6	-4	-9
RAM inhibit	2.6	3.6	0.4	-0.8	0.4	0.0
TNAP act hi DEA	1	1	1	1	1	1.1
Lmaj promast	11	-2	-8	-2	-6	-1
FLuc act counter	1	1	1	1.1	1	1.1
bIAP activator	0.9	1	0.9	1	0.9	1
TNAP inh hi DEA	3	-2	-3	-3	0	-5
TNAP inh no acc	-6	-7	-1	-17	-3	-9

(19) Cc1cc2ccccc2c(=O)n1CC(=O)NCC(=O)N1CCN(c2cccc(Cl)c2)CC1
(20) CCOC(=O)c1sc(NC(=O)c2cc3n(n2)C(C(F)(F)F)CC(c2cccs2)N3)c(C(=O)OCC)c1C (stereo not given)
(21) COc1ccc(NC(=O)c2nnn(Cc3cccc(F)c3)c2N)c(OC)c1
(22) CCC(=O)Nc1cccc(NC(=O)c2cccc([N+](=O)[O-])c2)c1
(23) Cc1nc2ccc(Cl)cc2c(-c2ccccc2)c1CC(=O)O
(24) Cc1cccc(N(CC(=O)NC2CCCCC2)C(=O)CCCC(=O)Nc2ccccn2)c1
entry no.	19	20	21	22	23	24
bIAP inh	6	-5	0	6	-1	15
APP transl inh	4	-1	-6	-9	-6	7
FLuc inh counter	-7	1	4	-5	-6	-8
RAM inhibit	0.1	2.5	2.1	5.2	2.0	-0.5
TNAP act hi DEA	1.1	0.9	1	1	1	1
Lmaj promast	0	11	-6	19	54*	-3
FLuc act counter	1.1	1	1	1.1	1.1	1.1
bIAP activator	0.9	1.1	1	0.9	1	0.9
TNAP inh hi DEA	-7	6	1	-1	-1	-2
TNAP inh no acc	-15	0	-8	-12	-5	-11

(25) COc1cccc(CN(C)C(=O)Nc2cccc(C(F)(F)F)c2)c1OC
(26) COc1ccc(/C(O)=C2/C(=O)C(=O)N(Cc3ccco3)C2c2cccs2)cc1 (stereo not given)
(27) Cc1oc2ccc(OCC(N)=O)cc2c1C(=O)OC(C)C
(28) O=c1[nH]c(CN2CCN(C/C=C/c3ccccc3)CC2)nc2ccccc12
(29) Cc1ccc(CNC(=O)C2(c3cccs3)CCOCC2)cc1
(30) Cc1ccc2c(c1)c1nnc(SCC(=O)Nc3ccccc3C(F)(F)F)nc1n2CC(=O)O
entry no.	25	26	27	28	29	30
bIAP inh	15	-5	0	-14	14	5
APP transl inh	10	-22	19	25	-9	-5
FLuc inh counter	-2	-1	-9	-4	-5	-3
RAM inhibit	2.8	2.5	-1.7	0.7	0.2	2.8
TNAP act hi DEA	1.1	1.1	1	1	1	1
Lmaj promast	-2	-3	7	40	-4	-1
FLuc act counter	1	1	1.1	1	1	1
bIAP activator	0.9	1	1	1.1	0.9	0.9
TNAP inh hi DEA	-5	-5	-2	-1	2	-4
TNAP inh no acc	-10	-2	-7	-2	-4	-9

(31) CCc1ccc(C(C)NC(=O)Cn2cnc3c(=O)n(C)c(=O)n(C)c32)cc1 (stereo not given)
(32) CCOc1ccc(Nc2oc(-c3cccc(Cl)c3)nc2C#N)cc1
(33) CCOC(=O)/C(C#N)=C1/SC(CC)C(=O)N1c1ccc(C)cc1 (stereo not given)
(34) Cc1ccc2nc(-c3ccc(NC(=O)CN(C)S(=O)(=O)c4ccccc4)cc3)sc2c1
(35) CCCCN1C[C@H](O)[C@@H](O)[C@H](O)[C@H]1CO
(36) CC1(C)Oc2ccc3ccc(=O)oc3c2/C(=C/NCCO)C1=O
entry no.	31	32	33	34	35	36
bIAP inh	14	10	2	5	3	-10
APP transl inh	-9	10	·	-190	-5	-4
FLuc inh counter	-9	-6	-6	25	-4	-1
RAM inhibit	0.6	2.0	3.3	4.2	0.9	0.0
TNAP act hi DEA	1	1	1	1	1	1
Lmaj promast	0	5	-5	-11	-7	8
FLuc act counter	1.1	1.1	1.1	0.7	1	1
bIAP activator	0.9	0.9	1	1	1	1.1
TNAP inh hi DEA	-5	-4	-3	-3	-3	-1
TNAP inh no acc	-15	2	-9	2	-9	-2

(37) O=C(Nc1ccccc1)/C(=C/c1cccnc1)NC(=O)c1ccco1
(38) COc1ccc(CNc2nc3nc(C)cc(C)n3n2)cc1OC
(39) CC1(C)CC(=O)C(c2c[nH]c3ccccc23)C(=O)C1
(40) N#CCC(=O)Nc1ccccc1C(=O)O
(41) COc1cccc(COc2nc3c(c(=O)n(C)c(=O)n3C)n2C)c1
(42) COc1ccc(OC)c(C2=NOC(C(=O)NCCN3CCOCC3)C2)c1 (stereo not given)
entry no.	37	38	39	40	41	42
bIAP inh	22	3	-6	7	-1	4
APP transl inh	-7	-3	-12	-16	18	5
FLuc inh counter	-6	-7	-6	-3	3	-7
RAM inhibit	1.6	-0.9	0.5	-0.7	0.2	0.7
TNAP act hi DEA	1	1	1.1	1.1	1	1
Lmaj promast	-2	2	-5	-3	2	-3
FLuc act counter	1.1	1.1	1.1	1	1	1.1
bIAP activator	0.8	1	1.1	0.9	1	1
TNAP inh hi DEA	2	-2	-7	-8	0	0
TNAP inh no acc	-10	-5	7	-12	-10	-8

Rewritten with values under each structure: 4 of the compounds above
Values run as follows: bIAP inh	APP transl inh	FLuc inh counter	RAM inhibit	TNAP act hi DEA	Lmaj promast	FLuc act counter	bIAP activator	TNAP inh hi DEA	TNAP inh no acc
38) COc1ccc(CNc2nc3nc(C)cc(C)n3n2)cc1OC
 : 3	-3	-7	-0.9	1	2	1.1	1	-2	-5
39) CC1(C)CC(=O)C(c2c[nH]c3ccccc23)C(=O)C1
 : -6	-12	-6	0.5	1.1	-5	1.1	1.1	-7	7
40) N#CCC(=O)Nc1ccccc1C(=O)O
 : 7	-16	-3	-0.7	1.1	-3	1	0.9	-8	-12
41) COc1cccc(COc2nc3c(c(=O)n(C)c(=O)n3C)n2C)c1
 : -1	18	3	0.2	1	2	1	1	0	-10

The results go on.
(43) O/N=C(/CCc1ccccc1)c1ccc2c(c1)OCCO2
(44) CCCCCN1N=C(C)CC1=O
(45) CCN(CC)CCCNCC(=O)Nc1ccc2c(c1)CCC2
(46) CC(OC1=CC(=O)CCC1)C(=O)c1ccccc1 (stereo not given)
(47) CC(C)SC1=NC(C)(C)C=C(/C=C/c2ccc(Cl)cc2Cl)N1
(48) O=C1N(Cc2ccccc2F)c2ccccc2C12OCCCO2
entry no.	43	44	45	46	47	48
bIAP inh	24	-7	-9	6	9	7
APP transl inh	-58	-22	-16	-5	14	17
FLuc inh counter	1	-10	-4	-4	-12	-5
RAM inhibit	-1.1	0.2	1.4	0.0	-0.7	3.0
TNAP act hi DEA	1	1.1	1.1	1	1	1
Lmaj promast	15	9	4	4	95*	1
FLuc act counter	1	1.1	1	1	1.1	1.1
bIAP activator	0.8	1.1	1.1	0.9	0.9	0.9
TNAP inh hi DEA	0	-6	-7	-3	-4	-4
TNAP inh no acc	-3	-8	-7	-10	-12	-14

(49) O=C(Nc1ccccc1)c1nnsc1S(=O)c1ccc(Cl)cc1 (stereo not given)
(50) ClC1(Cl)CC1CSc1ncn[nH]1 (stereo not given)
(51) O=C(c1cccc(F)c1)N1CCC(N2CCCCCC2)CC1
(52) CCCc1ccc(OCc2nc(-c3ccc(NC(=O)c4ccco4)cc3)no2)cc1
(53) COc1cc(/C=N/NC(=O)c2ccc(CSc3nncn3C)cc2)cc(OC)c1O
(54) Cc1cc(OCC(=O)Nc2ccncc2)c(C)cc1Br
(55) CCOC(CNC(=O)CCc1c(C)nc2ncnn2c1C)OCC
entry no.	49	50	51	52	53	54	55
bIAP inh	9	-10	6	17	-4	9	5
APP transl inh	0	3	9	-61	-17	6	7
FLuc inh counter	4	-6	-2	21	10	-4	-7
RAM inhibit	0.3	1.5	1.1	0.5	1.3	1.6	2.4
TNAP act hi DEA	0.9	1	1.1	1.1	1	1	1.1
Lmaj promast	29	3	87*	-5	-4	0	-1
FLuc act counter	1	1.1	1	0.8	0.9	1	1.1
bIAP activator	0.9	1.1	0.9	0.8	1	0.9	1
TNAP inh hi DEA	6	-3	-7	-5	4	-3	-12
TNAP inh no acc	-3	6	-12	-5	0	-10	-3
